High-throughput results deposited in PubChem by several laboratories.
MsrA inh: bovine MsrA enzyme inhibitors, primary screen, biochemical, absorbance, HTS; AID 651718, 2012; inhibition, % at 15.5 µM; purified bovine MsrA, absorbance read-out; 360,000 compounds, 0.75% hits; in the data active = inhibition above about 4.5%;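 note: 0% = vehicle wells with enzyme and 100% = reference inhibitor wells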
LMPTP inh: LMPTP phosphatase inhibitors, primary screen, biochemical, fluorescence intensity, uHTS | inhibition, % at 20 µM | recombinant LMPTP-A, OMFP fluorogenic substrate | AID 651560, 2012 | 360,000 compounds, 0.22% hits;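 active = compounds that cut the enzyme signal by at least half of the control window in the single-dose screen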;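 note: plate controls were DMSO wells with enzyme plus substrate for no effect and substrate without enzyme for full effect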
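Test system: LMPTP-A phosphatase enzyme; input: 0.625 nM LMPTP-A final; reagent: OMFP substrate, 400 µM final; compound dosing: 20 µM single dose, 3% DMSO; incubation: 50 min dark incubation at room temperature; measured by: endpoint fluorescence intensity from OMFP dephosphorylation; measure: % inhibition relative to no-enzyme and uninhibited control wells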
NadD block: inhibitors of S. aureus NadD, primary screen, biochemical, colorimetric, uHTS; Nicotinate-nucleotide adenylyltransferase NadD (Staphylococcus aureus N315); purified NadD enzyme, colorimetric absorbance read-out; inhibition, % at 20 µM; 360,000 compounds, 0.78% hits; AID 602399, 2012; in the data active = inhibition above about 26%; note: some compounds past the cut are filed as inactive
STEP inh: STEP phosphatase inhibitors, primary screen, biochemical, fluorescence intensity, uHTS. 360,000 compounds, 0.25% hits. recombinant STEP, OMFP fluorogenic substrate. inhibition, % at 20 µM. Tyrosine-protein phosphatase non-receptor type 5 (Homo sapiens), P54829;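 active = inhibition at 20 µM, scaled per plate between control wells, above about 37%, limit read from the data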;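 note: 0% = DMSO with enzyme and substrate and 100% = substrate only without enzyme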
Target sequence (P54829 whole entry, looked up): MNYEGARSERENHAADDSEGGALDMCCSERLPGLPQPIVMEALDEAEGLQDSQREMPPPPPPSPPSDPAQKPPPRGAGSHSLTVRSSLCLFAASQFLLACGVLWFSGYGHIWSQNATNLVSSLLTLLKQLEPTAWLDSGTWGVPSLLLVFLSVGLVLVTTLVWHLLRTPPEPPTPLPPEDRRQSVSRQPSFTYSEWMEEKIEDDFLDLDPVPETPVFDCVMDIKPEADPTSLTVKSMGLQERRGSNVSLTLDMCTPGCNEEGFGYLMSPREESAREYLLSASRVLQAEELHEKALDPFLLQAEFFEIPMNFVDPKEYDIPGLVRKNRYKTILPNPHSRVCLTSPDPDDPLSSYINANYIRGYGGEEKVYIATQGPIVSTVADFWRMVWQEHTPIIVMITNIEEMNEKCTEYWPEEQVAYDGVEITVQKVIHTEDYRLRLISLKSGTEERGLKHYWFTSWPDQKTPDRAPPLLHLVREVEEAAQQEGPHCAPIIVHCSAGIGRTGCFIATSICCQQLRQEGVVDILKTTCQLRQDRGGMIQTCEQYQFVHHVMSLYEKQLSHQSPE
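Material: STEP (striatal-enriched tyrosine phosphatase) enzyme, cell-free; Compound dosing: 20 µM single dose in 1% DMSO; Technique: fluorescence read at 480 nm ex / 540 nm em; Times: reaction 20 min, ambient temperature; Medium: 50 mM Bis-Tris pH 6.0 with 2.5 mM DTT and 0.005% Tween 20; Also added: OMFP at 25 µM.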
SUMO1 PPI mod: modulators of SUMO1 protein-protein interactions, primary screen, biochemical, uHTS; SUMO1 binding to a labelled peptide, TR-FRET, 1 h; 360,000 compounds, 0.33% hits; Small ubiquitin-related modifier 1 (Homo sapiens), P63165; inhibition, % at 20 µM; in the data active = inhibition above about 37%
CSN deneddyl inh: inhibitors of CSN-mediated cullin deneddylation, primary screen, biochemical, fluorescence polarization, uHTS | COP9 signalosome complex subunit 5 (Homo sapiens), Q92905 | Purified CSN, SCF-Nedd8-OG deneddylation | inhibition, % at 12.5 µM | 360,000 compounds, 0.38% hits | AID 651999, 2013;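 active = pattern-corrected inhibition above about 35%, with an unprinted fluorescence ratio check between 0.5 and 1.5, limit read from the data, passing the limit was not always enough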;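 note: 0% = enzyme with substrate and 100% = substrate without enzyme; some results filed as inactive read as strong as hits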
Target sequence (Q92905 whole entry, looked up, one chain of several): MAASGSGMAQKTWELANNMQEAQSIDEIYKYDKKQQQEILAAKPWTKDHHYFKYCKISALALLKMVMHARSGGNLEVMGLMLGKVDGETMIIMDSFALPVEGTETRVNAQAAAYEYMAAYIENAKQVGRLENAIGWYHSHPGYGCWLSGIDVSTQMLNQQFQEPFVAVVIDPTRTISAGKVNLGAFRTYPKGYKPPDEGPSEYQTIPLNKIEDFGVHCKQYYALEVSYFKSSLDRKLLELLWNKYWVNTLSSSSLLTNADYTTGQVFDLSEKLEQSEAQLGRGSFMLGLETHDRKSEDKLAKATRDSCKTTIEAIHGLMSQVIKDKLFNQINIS
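Test system: purified human Csn5 enzyme expressed in HEK293T cells. Amount: 0.24 nM enzyme. Reagent: SCFSkp2-Nedd8OG substrate at 10 nM final. Schedule: 90 min incubation of compound, enzyme and substrate at room temperature. Detection: fluorescence polarization. Read-out: % inhibition of substrate cleavage by Csn5.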
Scp1 inh: Scp-1 phosphatase inhibitors, primary screen, biochemical, colorimetric, uHTS. 340,000 compounds, 0.88% hits. inhibition, % at 20 µM. Carboxy-terminal domain RNA polymerase II polypeptide A small phosphatase 1 (Homo …. Recombinant Scp1, phosphopeptide, malachite green phosphate absorbance;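 active = inhibition above about 50% at 20 µM, limit read from the data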;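 note: plate controls were DMSO wells with enzyme for no effect and wells lacking enzyme for full effect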
Target sequence (Q9GZU7 76-261 limits assumed): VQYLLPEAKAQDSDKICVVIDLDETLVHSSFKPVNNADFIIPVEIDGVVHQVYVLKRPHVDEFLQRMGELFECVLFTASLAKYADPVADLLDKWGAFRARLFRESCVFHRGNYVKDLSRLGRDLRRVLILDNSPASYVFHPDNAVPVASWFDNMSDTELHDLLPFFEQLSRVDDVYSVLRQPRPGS
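Times: enzyme reaction 45 min at room temperature, colour 5 min, stabilisation 30 min. Material: SCP-1 catalytic fragment, aa 76-261. Medium: Acidic Tris acetate buffer with magnesium and detergent. Signal: colorimetric free-phosphate detection, absorbance 630 nm. Read-out basis: % inhibition of SCP-1 phosphate liberation. Reagent: Phosphorylated 17-residue peptide substrate.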
Rpn11 inh: Rpn11 (PSMD14) deubiquitinase inhibitors, primary screen, biochemical, fluorescence polarization, uHTS; 26S proteasome non-ATPase regulatory subunit 14 (Homo sapiens), O00487; human 26S proteasome, Ub4-pepOG fluorescence polarization; 20S core pre-blocked with epoxomicin; calls only at 20 µM; 360,000 compounds, 0.59% hits;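 active = inhibition at 20 µM, scaled to each plate's controls, above about 33%, limit read from the data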
DNMT1 block: human DNMT1 methyltransferase inhibitors, primary screen, biochemical, molecular beacon, fluorescence, HinP1I cleavage, uHTS; DNA (cytosine-5)-methyltransferase 1 (Homo sapiens), P26358; inhibition (reported as % activation of signal), % at 10 µM; 360,000 compounds, 0.83% hits; in the data active = inhibition above about 50%
TbMetRS inhib: T. brucei MetRS inhibitors, primary screen, biochemical, luminescence | methionyl-tRNA synthetase (Trypanosoma brucei brucei) | inhibition, % at 11.9 µM | purified T. brucei MetRS, ATP depletion, Kinase-Glo luminescence | 360,000 compounds, 0.4% hits;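 active = inhibition above a per-plate cutoff of the control wells' mean inhibition plus 3 SD, cut at about 5.5% in these data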;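 note: 0% = DMSO wells median and 100% = median of wells with control inhibitor compound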
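Measured by: Kinase-Glo luciferase luminescence reporting remaining unconsumed ATP. Material: purified T. brucei MetRS enzyme. Doses: 11.9 µM compound single dose, 0.9% DMSO. Medium: HEPES buffer containing pyrophosphatase, BSA, spermine, DTT. Times: 15 min preincubation, 2 h reaction, all 25 °C. Reagent: methionine, ATP and bulk E. coli tRNA.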
Numbers without * were called inactive; i = inactive; . = not tested or not shown. Not a hit list. Share with any hit: about 3.9%.

#1 Cc1ccc(N2C(=O)CC(Sc3nc(C)cc(C)n3)C2=O)cc1 (configuration not stated)
#2 CCC(c1nnnn1Cc1ccc(F)cc1)N(CCCO)Cc1cc2cc3c(cc2[nH]c1=O)OCO3 (configuration not stated)
#3 c1ccc2c(c1)CCCN2Cc1nnnn1CC1CCCO1 (configuration not stated)
#4 CC(C)Oc1ccc(C2CC(=O)N(c3cccc(C(=O)O)c3)C2=O)cc1 (configuration not stated)
#5 COc1ccc(S(=O)(=O)Nc2ccc(N3CCOCC3)nc2)cc1
#6 CCc1nnc(NC(=O)CSc2nnc(COc3ccc(C#N)cc3)n2-c2ccccc2)s1
#7 Cc1ccc(C)c(S(=O)(=O)N2CCN(C(=O)c3ccnn3C)CC2)c1
#8 Cc1ccc(-c2csc(NC(=O)CCNC(=O)c3ccco3)n2)cc1
#9 COc1ccc(Br)c(C(=O)OCC(=O)Nc2cc(C)on2)c1
#10 Cc1cc(N/N=C/c2ccc(O)c(C)c2O)nc(-c2ccccc2O)n1
assay / entry	1	2	3	4	5	6	7	8	9	10
MsrA inh	-0.4	1.8	0.2	-0.3	1.8	-0.6	0.8	2.9	-0.8	1.6
LMPTP inh	-1.7	1.6	0.4	-1.6	0.3	-1.1	-1.0	0.1	0.2	1.2
NadD block	-1	2	-3	-5	1	3	-3	-5	3	23
STEP inh	0	4	-8	-2	-3	3	1	1	2	-2
SUMO1 PPI mod	-3	-15	-8	0	-4	-2	6	1	-5	11
CSN deneddyl inh	5	-3	-33	-3	0	3	-4	-2	-2	-2
Scp1 inh	2	5	-2	-1	-5	-3	-11	-3	.	-7
Rpn11 inh	i	i	i	i	i	i	i	i	i	i
DNMT1 block	2	-5	-4	0	2	-1	3	-4	10	1
TbMetRS inhib	-1.8	3.9	-0.2	0.3	0.4	0.5	-0.3	-0.5	-0.3	0.2

One compound at a time (already shown). Screens in order: MsrA inh	LMPTP inh	NadD block	STEP inh	SUMO1 PPI mod	CSN deneddyl inh	Scp1 inh	Rpn11 inh	DNMT1 block	TbMetRS inhib
Profile of c1ccc2c(c1)CCCN2Cc1nnnn1CC1CCCO1 (configuration not stated) = 0.2	0.4	-3	-8	-8	-33	-2	i	-4	-0.2
Profile of Cc1ccc(N2C(=O)CC(Sc3nc(C)cc(C)n3)C2=O)cc1 (configuration not stated) = -0.4	-1.7	-1	0	-3	5	2	i	2	-1.8

In the list so far, these have a carbonyl joined to an NH by a bond outside any ring:
#6 CCc1nnc(NC(=O)CSc2nnc(COc3ccc(C#N)cc3)n2-c2ccccc2)s1
#8 Cc1ccc(-c2csc(NC(=O)CCNC(=O)c3ccco3)n2)cc1
#9 COc1ccc(Br)c(C(=O)OCC(=O)Nc2cc(C)on2)c1
assay / entry	6	8	9
MsrA inh	-0.6	2.9	-0.8
LMPTP inh	-1.1	0.1	0.2
NadD block	3	-5	3
STEP inh	3	1	2
SUMO1 PPI mod	-2	1	-5
CSN deneddyl inh	3	-2	-2
Scp1 inh	-3	-3	.
Rpn11 inh	i	i	i
DNMT1 block	-1	-4	10
TbMetRS inhib	0.5	-0.5	-0.3

Remaining list, next part:
#11 O=[N+]([O-])c1ccc(-c2ccc(/C=N/Nc3nc(N4CCCC4)nc(N4CCCC4)n3)o2)cc1
#12 COc1ccc(Cl)cc1Nc1nc(-c2sc(NC(=O)C(C)(C)C)nc2C)cs1
#13 Cc1ccc(C(c2nnnn2C2CCCC2)N2CCN3CCCC3C2)cc1 (configuration not stated)
#14 CCCc1cc(C(=O)OCC(=O)N2CCN(c3ccc(OC)cc3)CC2)sc1C
#15 CCCOc1ccc(C(=O)CCNC(Cc2c[nH]c3ccccc23)C(=O)O)cc1 (configuration not stated)
#16 CCN(CC)S(=O)(=O)c1cccc(C(=O)N/N=C(\C)c2cccs2)c1
#17 CCn1ccnc1CN(C)Cc1nc(Cc2cccc(C(F)(F)F)c2)no1
#18 O=c1[nH]cccc1-c1nc2ccccc2n1Cc1ccccc1F
#19 CC1CCC(C(C)C)C(OCC(O)CN2CCN(Cc3ccccc3)CC2)C1 (configuration not stated)
#20 CN(C)c1ccc(NC(=O)CC2NCCNC2=O)cc1 (configuration not stated)
assay / entry	11	12	13	14	15	16	17	18	19	20
MsrA inh	0.7	0.3	0.8	-0.3	.	0.0	-1.4	0.8	0.2	-0.4
LMPTP inh	10.0	2.2	0.6	-0.1	-0.9	-1.8	-0.7	-1.2	-5.3	-1.3
NadD block	29	39*	-2	13	-2	-4	-1	0	-12	10
STEP inh	10	1	2	1	-1	-6	-4	-1	-5	-4
SUMO1 PPI mod	-11	87*	0	1	-1	-7	2	-1	4	-2
CSN deneddyl inh	28	11	-8	2	-2	-9	0	1	-2	-2
Scp1 inh	3	2	-3	-2	-8	6	1	-4	-9	-25
Rpn11 inh	.	i	i	i	i	i	i	i	i	i
DNMT1 block	0	-44	-4	-5	0	2	5	1	-4	2
TbMetRS inhib	-0.1	0.7	-0.8	-0.3	-0.6	-0.5	-0.2	-1.0	-1.3	-0.2

#21 Cc1cc(NC(=O)C(C)SCC(=O)Nc2ccc(SC(F)F)cc2)no1 (configuration not stated)
#22 Cc1n[nH]c(=O)n1-c1ccc(OC(F)(F)F)cc1
#23 O=C(Cc1cccs1)N=Nc1c(O)[nH]c2ccccc12
#24 CC1CN(c2ccc([N+](=O)[O-])cc2C(=O)N2CCOCC2)CC(C)N1 (configuration not stated)
#25 O=C(Cc1cccs1)NCc1ccc(Cl)cc1Cl
#26 COc1cccc(-n2c(=O)c3c(C)c(C(=O)N(C)C)sc3n(CC(=O)NCCc3ccc(OC)c(OC)c3)c2=O)c1
#27 Cc1cc(NC(=O)c2cccc([N+](=O)[O-])c2)n(-c2ccccc2)n1
#28 COc1ccc(OC)c(NC(=O)CSc2nnc(CNC(=O)c3ccccc3F)o2)c1
#29 COCCNC(=O)CN1C(=O)COc2ccc(S(=O)(=O)N3CC(C)CC(C)C3)cc21 (configuration not stated)
#30 CC(Sc1nncs1)C(=O)NCc1ccc2c(c1)OCO2 (configuration not stated)
assay / entry	21	22	23	24	25	26	27	28	29	30
MsrA inh	-0.7	1.1	1.8	1.8	-0.9	-0.4	-0.8	-1.1	0.2	0.9
LMPTP inh	-0.7	-2.6	-0.6	-2.8	1.2	-0.4	-0.4	-0.3	0.0	-1.3
NadD block	-2	-3	2	0	-4	6	-1	-4	1	1
STEP inh	0	-2	2	-3	2	1	-1	-1	-2	0
SUMO1 PPI mod	-1	0	-22	-13	11	-2	-16	2	-5	1
CSN deneddyl inh	0	-3	0	2	4	-3	-1	7	5	-1
Scp1 inh	-5	-1	-4	-6	0	-17	-1	1	-12	-4
Rpn11 inh	i	i	i	i	i	i	i	i	i	i
DNMT1 block	2	-2	0	7	2	1	-1	2	0	-5
TbMetRS inhib	-0.1	-1.1	-0.8	0.5	-0.3	-0.1	0.3	-0.9	-1.4	-1.1

#31 CSCC[C@H](NC(=O)Nc1ccc(OC(F)(F)F)cc1)C(=O)O
#32 Cc1ccccc1NC(=O)C(NC1CCCCC1)C(C)C (configuration not stated)
#33 CCOc1ccccc1N1CCN(C(=O)c2cc(C)oc2C)CC1
#34 CCCCC(C)n1[nH]c(=O)cc1N (configuration not stated)
#35 N=C1C(c2nc3ccccc3[nH]2)=C(O)CN1NC(=O)c1c[nH]c2ccccc12
#36 O=S(=O)(c1ccccc1)N1CCC2(CC1)OCCO2
#37 Cc1cccc(NC(=O)c2ccccc2SCc2ccc(F)cc2)n1
#38 O=C(NCc1n[nH]c(=S)n1-c1ccc(Cl)c(Cl)c1)c1ccc(S(=O)(=O)N2CCOCC2)cc1
#39 Cc1nn(C)cc1CNC(=O)c1cccc(Cl)c1
#40 COc1ccc(NC(=S)N(CCCN2CCCC2)Cc2ccco2)cc1
assay / entry	31	32	33	34	35	36	37	38	39	40
MsrA inh	-0.1	-1.5	.	-0.3	0.9	-1.1	-1.1	-0.9	0.5	-0.2
LMPTP inh	-1.6	-0.9	0.0	-1.3	-0.7	0.8	2.6	-1.7	-1.0	-1.8
NadD block	-4	-1	7	-4	-1	-5	-1	-2	4	-5
STEP inh	-2	2	-2	-2	-1	2	2	0	0	2
SUMO1 PPI mod	-3	0	-2	-6	4	-2	3	0	-2	3
CSN deneddyl inh	-2	-7	4	-6	2	-4	-3	3	-6	5
Scp1 inh	-9	-5	0	-15	-7	-4	-6	-7	-2	-7
Rpn11 inh	i	i	i	i	i	i	i	i	i	i
DNMT1 block	4	1	-4	-5	0	-3	2	-1	1	-1
TbMetRS inhib	-0.4	-0.6	-1.0	-1.1	-0.2	0.0	-0.3	-0.4	-0.3	-0.4

#41 Cc1ccccc1OC1=NS(=O)(=O)c2ccccc21
#42 Cc1ccc(Sc2nc3c(c(=O)[nH]c(=O)n3C)n2CCc2ccccc2)cc1
#43 CN(CC(=O)Nc1ccccc1N1CCOCC1)S(=O)(=O)c1ccc(Cl)cc1
#44 CCC(C(=O)N1CCN(Cc2ccc3c(c2)OCO3)CC1)n1c(=O)[nH]c2ccccc2c1=O (configuration not stated)
#45 CCOC(=O)c1c(C)c(C(=O)NCc2cccs2)c(C)n1CC
assay / entry	41	42	43	44	45
MsrA inh	-1.5	0.4	-0.2	0.0	-0.3
LMPTP inh	0.3	0.2	0.2	-1.4	-1.0
NadD block	-6	-5	-2	12	-3
STEP inh	7	2	-4	-2	0
SUMO1 PPI mod	0	-2	1	11	1
CSN deneddyl inh	1	5	3	-1	-5
Scp1 inh	-3	-12	9	-5	-6
Rpn11 inh	i	i	i	i	i
DNMT1 block	0	6	0	0	3
TbMetRS inhib	-0.8	-0.6	-0.3	-0.3	0.6
